FBW7 act – human FBW7 E3 ligase activation, primary screen; 650,000 compounds, 0.13% hits; normalized activity (activation), % at 26.1 µM; AID 1259310; Q969H0; AlphaScreen FBW7–phospho-cyclin E peptide binding, activator screen; in the data active = normalized activity above about 1.9%;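 note: purified mutant Fbw7 with reduced substrate affinity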
Target sequence (Q969H0 whole entry, looked up): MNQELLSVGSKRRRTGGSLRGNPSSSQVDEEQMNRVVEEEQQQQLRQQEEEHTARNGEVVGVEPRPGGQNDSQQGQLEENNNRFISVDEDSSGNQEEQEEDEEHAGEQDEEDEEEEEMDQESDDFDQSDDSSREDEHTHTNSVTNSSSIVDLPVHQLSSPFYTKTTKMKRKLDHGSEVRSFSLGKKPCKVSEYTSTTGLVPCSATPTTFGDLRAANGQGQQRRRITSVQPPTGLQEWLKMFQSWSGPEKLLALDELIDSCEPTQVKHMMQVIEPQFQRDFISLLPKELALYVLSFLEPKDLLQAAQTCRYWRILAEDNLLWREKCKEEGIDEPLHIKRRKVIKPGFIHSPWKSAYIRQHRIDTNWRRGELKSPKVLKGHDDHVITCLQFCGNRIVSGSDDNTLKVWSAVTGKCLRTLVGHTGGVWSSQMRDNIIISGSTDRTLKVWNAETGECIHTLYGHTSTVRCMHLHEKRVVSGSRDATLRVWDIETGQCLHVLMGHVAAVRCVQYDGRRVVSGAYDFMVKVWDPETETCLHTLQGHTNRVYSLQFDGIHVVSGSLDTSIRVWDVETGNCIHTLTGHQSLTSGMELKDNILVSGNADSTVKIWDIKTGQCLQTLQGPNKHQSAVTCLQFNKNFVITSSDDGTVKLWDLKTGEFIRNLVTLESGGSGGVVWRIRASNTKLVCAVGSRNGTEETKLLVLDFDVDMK
GPR151 ag – activates the human receptor GPR151; Q8TDV0; PathHunter beta-arrestin GPR151 cells, luminescence; 650,000 compounds, 1% hits; AID 1508602; activation, % at 11.2 µM; in the data active = activation above about 4.9%;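 note: 0% = median of compound wells and 100% = cells with positive control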
Target sequence (Q8TDV0 whole entry, looked up): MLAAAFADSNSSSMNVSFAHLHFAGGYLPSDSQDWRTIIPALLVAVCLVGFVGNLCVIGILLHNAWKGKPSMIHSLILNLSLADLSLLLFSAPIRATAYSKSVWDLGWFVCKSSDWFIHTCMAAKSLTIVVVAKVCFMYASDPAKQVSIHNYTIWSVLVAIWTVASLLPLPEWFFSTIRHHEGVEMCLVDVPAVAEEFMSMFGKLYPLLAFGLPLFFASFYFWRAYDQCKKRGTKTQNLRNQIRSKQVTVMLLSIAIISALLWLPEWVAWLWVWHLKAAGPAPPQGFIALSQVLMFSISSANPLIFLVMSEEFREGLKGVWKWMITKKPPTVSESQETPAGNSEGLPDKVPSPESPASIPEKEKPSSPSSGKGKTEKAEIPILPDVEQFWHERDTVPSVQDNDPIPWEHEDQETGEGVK
MITF primary – human MITF inhibition, primary screen. O75030. AlphaScreen MITF homodimerization, bead proximity signal. inhibition, % at 2.6 µM. 650,000 compounds, 0.91% hits; in the data active = inhibition above about 50%;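 note: 0% = vehicle wells with protein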
TEAD-YAP inh – TEAD-YAP interaction inhibition | HEK-TIYL cells, TEAD-Gal4/YAP UAS-luciferase luminescence | AID 1259422 | 640,000 compounds, 1.4% hits | inhibition, % at 9.12 µM; in the data active = inhibition above about 32%;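 note: 0% = median of test compound wells and 100% = reference inhibitor wells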
Numbers without * were called inactive; . = not tested or not shown.

SMILES	FBW7 act	GPR151 ag	MITF primary	TEAD-YAP inh
Cc1cc(Cl)ccc1OCC(O)CN1CC(C)OC(C)C1 (centres undefined)	0.0	-1.1	-13	-6
CCC1=NN2C(=N)/C(=C/c3cc(Cl)c(OCCOc4ccc(C)c(C)c4)c(OC)c3)C(=O)N=C2S1	0.2	0.7	0	-44
O=C(/C=C/c1ccc([N+](=O)[O-])cc1)Nc1cccnc1	0.0	-1.0	10	-22
CCc1nnc(NC(=O)Cn2ccc(C(F)(F)F)n2)s1	0.2	1.7	11	6
CC(=O)N1N=C(c2ccccc2)CC1c1ccc(F)cc1 (centres undefined)	0.4	1.3	6	-10
Cc1ccc(/C=C2/N=C(c3cccc([N+](=O)[O-])c3C)OC2=O)o1	0.0	0.2	12	-9
CC(=O)N1CCc2cc(Br)cc(S(=O)(=O)NCc3ccccn3)c21	0.0	-0.3	-4	3
c1nc(Nc2ccc(N3CCOCC3)cc2)cc(N2CCOCC2)n1	-0.1	-1.7	1	2
NS(=O)(=O)c1ccc(NC(=O)/C=C/c2c(Cl)cccc2Cl)cc1	0.0	3.8	-2	-7
COCCn1c(=O)c2c(nc3n2CC(C)CN3c2cccc(Cl)c2)n(C)c1=O (centres undefined)	-0.1	1.7	-4	-11
CC(C)C(C(=O)Nc1ncn[nH]1)N1C(=O)c2ccccc2C1=O (centres undefined)	-0.3	0.4	4	1
NS(=O)(=O)c1ccc(NC(=O)/C=C/c2ccco2)cc1	0.2	-0.5	17	-8
CCSCCOC(=O)C1=C(C)N(C)C(=O)NC1c1cc(Cl)c(O)c(OC)c1 (centres undefined)	0.0	0.3	-16	1
C1CCC2(CC1)OCC(CN1CCOCC1)O2 (centres undefined)	0.1	0.7	-2	4
Cc1ccc(C)c(NC(=O)COc2ccc(C=O)cc2)c1	-0.1	-1.1	-3	0
CNC(=O)c1ccc(-c2ccc(Cl)cc2)nc1NCC1CC1	0.3	0.2	22	-16
CC(C)C(=O)NNC(=O)c1ccc(C(F)(F)F)cc1	-0.1	-1.4	14	9
O=[N+]([O-])c1cccc(-c2csc(N/N=C\c3ccccn3)n2)c1	-0.8	-0.3	9	-24
Cc1ccc2c(c1)nnn2C1CCN(CC(=O)NCCc2ccccc2)CC1	0.0	-1.0	20	8
Cc1ccc(-n2c(C)nc3ccc(NS(=O)(=O)c4ccccc4F)cc3c2=O)cc1	0.0	0.9	6	4
COc1ccccc1NC(=O)C(C)N1C(=O)c2ccccc2C1=O (centres undefined)	0.0	-0.8	3	-6
COCCn1nnnc1C(c1ccccc1OC)N1CCN(c2ccc(F)cc2)CC1 (centres undefined)	-0.1	-0.2	-8	-1
COc1ccccc1CNC(=O)c1ccc(C)s1	0.0	-0.7	17	-8
CCOc1cc(C2C3=C(CC(C)(C)CC3=O)N(Cc3ccccc3)C3=C2C(=O)CC(C)(C)C3)ccc1OCc1ccccc1	0.3	1.0	15	0
Cc1cc(OCC(=O)NNC(=O)c2ccccc2O)cc(C)c1Cl	-0.8	-0.6	-10	-5
CCOC(=O)Cc1csc(NC(=O)CSc2nc3cccnc3n2C)n1	0.1	0.0	15	3
CCOC(=O)c1cc2c(=O)n3cccc(C)c3nc2n(C2CCCCC2)c1=N	0.0	0.2	-9	-4
COc1ccc(C(=O)Nc2nnc(C34CC5CC(CC(C5)C3)C4)s2)c(OC)c1	0.0	-1.5	5	5
CCOc1ccccc1C(=O)Nc1ccc2nc(N3CCN(CC)CC3)cc(C)c2c1	0.7	-1.8	6	1
Cn1c2ccc(Cl)cc2c2cc(Cl)ccc21	0.3	0.1	2	13
CSc1ccc(C2Nc3ccc(C(=O)c4ccccc4)cc3NC3=C2C(=O)CCC3)cc1 (centres undefined)	0.0	-0.3	-12	43*
OCc1nc2ccc(-c3ccncc3)cc2[nH]1	0.1	-0.4	5	20
Cc1cc(NCc2nc3ccccc3[nH]2)nc(-c2c(C)noc2C)n1	0.0	4.8	1	-2
COc1ccc(/C=c2/sc3nc4c(C)cc(C)cc4n3c2=O)cc1OC	0.1	-0.7	18	-1
CC1(C)NC(=O)N(CC(O)CN2CCOCC2)C1=O (centres undefined)	-0.1	0.1	3	-14
O=C(Nc1ccc(S(=O)(=O)NC2CCCCC2)cc1)Nc1cccc(Cl)c1	0.1	5.1*	13	8

Compound profiles, from the list above. Screens in order: FBW7 act | GPR151 ag | MITF primary | TEAD-YAP inh
Cc1ccc(/C=C2/N=C(c3cccc([N+](=O)[O-])c3C)OC2=O)o1 as listed: 0.0 | 0.2 | 12 | -9
COCCn1c(=O)c2c(nc3n2CC(C)CN3c2cccc(Cl)c2)n(C)c1=O (centres undefined) as listed: -0.1 | 1.7 | -4 | -11
CCc1nnc(NC(=O)Cn2ccc(C(F)(F)F)n2)s1 as listed: 0.2 | 1.7 | 11 | 6
Cc1cc(NCc2nc3ccccc3[nH]2)nc(-c2c(C)noc2C)n1 as listed: 0.0 | 4.8 | 1 | -2
CCSCCOC(=O)C1=C(C)N(C)C(=O)NC1c1cc(Cl)c(O)c(OC)c1 (centres undefined) as listed: 0.0 | 0.3 | -16 | 1

Next entries:
SMILES	FBW7 act	GPR151 ag	MITF primary	TEAD-YAP inh
COC(=O)COc1ccc2oc(=O)cc(C)c2c1	-0.1	-1.1	5	7
Cc1c(NC(=O)c2ccc(N)cc2)c(=O)n(-c2ccccc2)n1C	0.1	0.8	8	10
CCNc1nc(NCCOc2ccccc2)c2[nH]cnc2n1	-0.1	0.8	16	3
COc1ccccc1NC(=S)NC(NC(=O)N(C)C)C(Cl)(Cl)Cl (centres undefined)	0.1	0.3	-13	-9
Cc1cnc(Nc2ccc(C(F)(F)F)cc2)nc1Nc1ccccc1	0.1	-1.3	-2	11
CS(=O)(=O)Nc1cccc(-c2ccnc(Nc3ccc(-n4cncn4)cc3)n2)c1	-0.2	1.8	12	91*
Cc1ccc(NC(=O)CSc2nc3ccccc3c(=O)n2CC2COc3ccccc3O2)cc1Cl (centres undefined)	0.2	2.1	6	-3
CCOc1ccc2nc(C)cc(Nc3cccc(O)c3)c2c1	-0.1	0.6	-1	0
O=C(NCCCO)/C(=C/c1ccc([N+](=O)[O-])cc1)NC(=O)c1ccc(Br)o1	0.0	-0.4	-18	3
Oc1ccc(C2CC3CC2C2C=CCC32)cc1 (centres undefined)	0.1	-0.3	2	-6
CCc1ccc(Nc2nnc(SCC(=O)Nc3ccc4c(c3)OCCO4)s2)cc1	0.1	1.0	3	-18
Cc1ncn(-c2ccc(Nc3ncc4cccc(-c5cccc6c5ccn6C)c4n3)cc2)n1	-0.1	0.2	-15	5
O=c1[nH]c2ccccc2nc1-c1cc(Br)ccc1NCc1ccccc1	0.1	0.6	-3	17
C=CCn1cc(C(=O)NCCC(C)C)c(=O)c2cc(S(=O)(=O)N(CC)CC)ccc21	-0.1	-0.3	-11	-7
CCCCOc1ccc(/C=C2\N=C(c3cc(F)c(F)cc3Cl)OC2=O)cc1	-0.1	0.7	14	2
COc1ccccc1N1CCN(C2CCCN(C(=O)c3c(C)noc3C)C2)CC1 (centres undefined)	-0.1	-0.2	1	4
CCOc1ccc2[nH]c(=O)c(CN(Cc3ccc(F)cc3)C(C)=O)cc2c1	0.0	2.2	13	-7
O=C(Oc1ccc([N+](=O)[O-])cc1-n1cnnn1)c1ccc(Cl)cc1	0.2	-0.2	2	-5
CN1C(C(=O)c2ccccc2)=C(N2CCOCC2)c2ccccc2S1(=O)=O	-0.1	-0.2	-17	0
Cc1c(C(=O)N2CCCCC2)sc(NC(=O)C2CC2)c1C#N	-0.2	0.3	-3	-15
Cn1c(SCC(=O)N2CCOCC2)nnc1-c1cnccn1	-0.1	0.6	14	7
COc1ccc(/C=C2\N=C(c3ccc(Cl)cc3)N(c3ccc(C)cc3C)C2=O)cc1OC	0.2	0.8	5	-1
CC1CC(C)CN(C(=O)c2cn(C)c3ccc(S(=O)(=O)N4CCCC4)cc3c2=O)C1 (centres undefined)	-0.2	-0.7	2	3
CCCn1c(=O)c(C(=O)Nc2nnc(CC)s2)c(O)c2ccccc21	-0.1	-0.7	-9	5
CCOc1ccc(-n2cc(C(=O)NC(C)C)c3cc(OC)c(OC)cc3c2=O)cc1	0.6	0.6	-7	6
O=c1/c(=C/c2ccc(Br)cc2)sc2nncn12	-0.3	-0.3	1	-3
O=C1N(CN2C(=O)C3(OCCO3)c3ccccc32)c2ccccc2C12OCCO2	0.0	-1.1	-13	-3
COc1cccc(NC(=O)N(Cc2nnc3n2CCCCC3)c2cc(C)cc(C)c2)c1	-0.1	-2.1	12	-6
O=[N+]([O-])c1c(Cl)cc(O)c2c1C1C=CCC1C(c1ccc(Cl)cc1Cl)N2 (centres undefined)	-0.2	2.5	6	23
O=[N+]([O-])c1ccc(CN2CCN(c3ccc(F)cc3)CC2)o1	-0.1	-1.2	43	-2
CCOc1cccc2c1OC(c1cccc(Cl)c1)N1N=C(c3ccc(F)cc3)CC21 (centres undefined)	0.0	-0.5	4	-28
Nc1nc(-c2ccc(NS(=O)(=O)c3ccc(Cl)cc3)cc2)cs1	-0.1	-1.4	13	-3
COC(=O)c1ccc(C2C3=C(CC(C)(C)CC3=O)N(c3cc(Cl)cc(Cl)c3)C3=C2C(=O)CC(C)(C)C3)cc1	-0.2	-0.9	3	-9
CC(=O)c1cccc(NC(=S)Nc2ccccc2)c1	0.2	-1.4	11	-5
CC(C)[C@H]1NC(=O)[C@H]2CN(C(=O)c3ccccc3)CCN2C1=O	-0.1	1.2	4	-12
CCOC(=O)c1c(NC(=O)c2noc3c2CCCC3)sc(C(C)=O)c1C	0.1	0.1	2	6

Part of the list above, reduced to TEAD-YAP inh, MITF primary and GPR151 ag:
| Compound | TEAD-YAP inh | MITF primary | GPR151 ag |
| --- | --- | --- | --- |
| CCOc1ccc(-n2cc(C(=O)NC(C)C)c3cc(OC)c(OC)cc3c2=O)cc1 | 6 | -7 | 0.6 |
| O=c1/c(=C/c2ccc(Br)cc2)sc2nncn12 | -3 | 1 | -0.3 |
| O=C1N(CN2C(=O)C3(OCCO3)c3ccccc32)c2ccccc2C12OCCO2 | -3 | -13 | -1.1 |
| COc1cccc(NC(=O)N(Cc2nnc3n2CCCCC3)c2cc(C)cc(C)c2)c1 | -6 | 12 | -2.1 |
| O=[N+]([O-])c1c(Cl)cc(O)c2c1C1C=CCC1C(c1ccc(Cl)cc1Cl)N2 (centres undefined) | 23 | 6 | 2.5 |
| O=[N+]([O-])c1ccc(CN2CCN(c3ccc(F)cc3)CC2)o1 | -2 | 43 | -1.2 |

Remaining list, next part.
SMILES	FBW7 act	GPR151 ag	MITF primary	TEAD-YAP inh
COc1cccc2c1OC1(C)NC(=O)NC2C1C(=O)Nc1cccc(Cl)c1 (centres undefined)	-0.1	0.9	-2	-6
CCC(C)C1N=C2c3ccccc3N=C(SCc3cccc(F)c3)N2C1=O (centres undefined)	-0.2	5.2*	11	-19
Cn1cnc2c(Nc3ccc(Br)cc3)nccc21	-0.2	-1.1	10	-42
COC(=O)C1C(=O)C2=C(CC1C)NC(=O)CC2c1ccc([N+](=O)[O-])cc1 (centres undefined)	0.2	-0.1	16	-1
O=C(CN1CCOc2ccccc21)NC1CCCCCCC1	-0.2	1.5	-8	-10
CC(C)(C)c1ccc(OCC(=O)NCc2ccco2)c(Br)c1	-0.1	1.4	19	-33
COC(=O)Nc1ccc(C)cc1NC(=O)OC	1.0	1.6	-9	-2
Cc1cc(C)c(N2C(=O)NC(=O)/C(=C\c3ccc(C(=O)O)cc3)C2=O)c(C)c1	0.1	-0.1	15	-1
COc1ccc(-c2noc(C3CCCCC3)n2)cc1	0.1	4.1	9	-58
Cc1ccc2nc(-c3ccc(NC(=O)/C=C/c4ccccc4)cc3)sc2c1	0.0	-0.4	4	-22
COC(=O)c1ccc(C(=O)OC)c(NC(=O)CC(C)c2ccccc2)c1 (centres undefined)	0.2	3.3	-7	-1
CCC(=O)N1CCc2cc(S(=O)(=O)N3CC(C)CC(C)C3)ccc21 (centres undefined)	0.0	3.1	81*	-5
COCCCN1C(=O)C(=O)/C(=C(\O)c2ccccc2)C1c1ccc(C(C)C)cc1 (centres undefined)	0.0	5.3*	5	9
COc1ccc(CNC(=O)c2cnn3c(C)c(Cc4ccccc4Br)c(C)nc23)cc1	0.0	1.0	8	-3
CCOC(=O)C1CCN(C(=O)c2ccc3c(c2)NC(=O)/C(=C/c2ccccc2)S3)CC1	0.0	-0.5	-6	-4
COC(=O)c1c(S(=O)(=O)N2CCSCC2)sc2c1CCN(CC=C(C)C)C2	0.1	-0.1	-7	-4
COCC(=O)Nc1c(I)c(C(=O)NCC(O)CO)c(I)c(C(=O)N(C)CC(O)CO)c1I (centres undefined)	0.2	6.3*	7	.
Cc1ccc(-n2nc(C)c(/C=N/Nc3ccc(S(N)(=O)=O)cc3)c2Cl)cc1	-0.2	-1.3	-7	-3
CCCNc1ccc2ncc(-c3ccc(OC)cc3)n2n1	-0.2	-0.7	-14	8
COc1ccc(OCC(=O)Nc2ccc(-c3nn4c(C)nnc4s3)cc2)cc1	-0.1	-1.1	18	-2
COCCCNCCOc1ccc(C)cc1[N+](=O)[O-]	0.0	-0.3	26	-15
CCOc1ccc(NC(=O)C2CC(=O)N(CC)C(=Nc3ccc(C)c(C)c3)S2)cc1 (centres undefined)	0.0	0.4	-3	12
CCN1C(=O)c2ccc(S(=O)(=O)N3CCCCCC3)c3cccc1c23	1.3	2.2	-12	-2
c1ccn2cc(CSc3nnc4ccccn34)nc2c1	0.0	-3.4	17	-61
c1ccc(N(c2ccccc2)c2nc(-n3ccnc3)nc(-n3ccnc3)n2)cc1	-0.1	0.6	-18	-1
CCN(C(=O)COc1ccccc1C#N)c1cccc2ccccc12	0.0	0.4	1	-3
CC(C)C(=O)NC(c1ccccc1)c1ccccc1	0.0	-0.1	2	-10
Cc1cnc(CCNC(=O)CCc2nnc(-c3ccc(C)s3)o2)[nH]1	-0.1	-0.4	-18	1

High-throughput results as filed in PubChem.
